Compound activity from PubChem BioAssay.
SENP1 inh: SENP1 (human) catalytic domain inhibition; Q9P0U3; recombinant SENP1 catalytic domain, CyPet-SUMO1-YPet FRET cleavage; inhibition, % at 10 µM; 360,000 tested, 0.21% active;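 active means inhibition at least 30% at 10 µM, raw YFP signal under a set limit, fluorescence ratio 0.5 to 1.5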;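 further: 0% = enzyme with DMSO and 100% = no enzyme wells; some results filed as inactive read as strong as hits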
Target sequence (Q9P0U3 419-644 limits assumed): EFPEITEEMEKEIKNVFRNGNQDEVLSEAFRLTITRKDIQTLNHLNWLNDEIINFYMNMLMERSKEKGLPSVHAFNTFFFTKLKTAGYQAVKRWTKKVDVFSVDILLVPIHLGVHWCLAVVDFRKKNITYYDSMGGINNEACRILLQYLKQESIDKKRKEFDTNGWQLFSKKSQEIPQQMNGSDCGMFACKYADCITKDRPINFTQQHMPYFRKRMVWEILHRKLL
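Assay system – human recombinant His6-tagged SENP1 catalytic domain enzyme · Input – SENP1 enzyme, 20 pM final · Buffer or medium – Tris pH 8 buffer plus EDTA, NaCl, BME, BSA, NP40, catalase · Schedule – 50 min reaction at room temperature · Technique – FRET read of cyan and yellow fluorescence · Control set – no-enzyme wells low, DMSO-plus-enzyme wells high control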
mIAP block: blocks mouse intestinal alkaline phosphatase. inhibition, % at 10 µM. purified mouse IAP, CDP-Star luminescence, 30 min. 330,000 tested, 0.2% active. AID 2806;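 active means inhibition of at least 40% at 10 µM in the primary screen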;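 further: plate controls were DMSO with enzyme for no effect and no enzyme wells for full effect; values of inactives mirror those of a sister screen read the other way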
beta cell repl: inducers of beta-cell replication in MIN6 cells | 330,000 tested, 0.29% active | MIN6 cells proliferation, ATPlite luminescence, 48 h; cells starved in 0.2% serum; 100% = growth in 10% serum | proliferation, % at 10 µM;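 active means compounds whose signal lies at least 3.5 SD above the mean of all wells on their plate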;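 further: 0% = DMSO-treated cells in low-serum medium and 100% = 10% serum control; some compounds called inactive have numbers as strong as hits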
APOBEC3A inh: blocks human APOBEC3A ssDNA deamination; P31941; recombinant A3A, FAM/TAMRA ssDNA deamination fluorescence; inhibition, % at 20 µM; 330,000 tested, 0.41% active; AID 493011;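 active means at least 40% inhibition at 20 µM here, with at most 30% in a related deaminase screen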;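 further: plate controls were A3A with DMSO for no effect and wells lacking A3A enzyme for full effect; some results filed as inactive read as strong as hits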
Target sequence (P31941 whole entry, looked up): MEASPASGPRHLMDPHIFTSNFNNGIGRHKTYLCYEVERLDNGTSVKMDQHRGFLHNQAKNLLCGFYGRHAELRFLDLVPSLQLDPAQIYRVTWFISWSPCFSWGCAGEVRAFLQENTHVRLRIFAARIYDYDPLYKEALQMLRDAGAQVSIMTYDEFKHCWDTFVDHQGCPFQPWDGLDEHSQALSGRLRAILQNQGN
A3G deaminase: APOBEC3G (human) deaminase inhibition | recombinant A3G, ssDNA deamination FAM/TAMRA fluorescence | inhibition, % at 20 µM | 330,000 tested, 0.28% active;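 active means inhibition of at least 40% at 20 µM, with no more than 30% in the related APOBEC3A deaminase screen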;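 further: plate controls were DMSO wells with A3G for no effect and wells lacking A3G enzyme for full effect; some compounds called inactive have numbers as strong as hits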
Target sequence (Q9HC16 whole entry, looked up): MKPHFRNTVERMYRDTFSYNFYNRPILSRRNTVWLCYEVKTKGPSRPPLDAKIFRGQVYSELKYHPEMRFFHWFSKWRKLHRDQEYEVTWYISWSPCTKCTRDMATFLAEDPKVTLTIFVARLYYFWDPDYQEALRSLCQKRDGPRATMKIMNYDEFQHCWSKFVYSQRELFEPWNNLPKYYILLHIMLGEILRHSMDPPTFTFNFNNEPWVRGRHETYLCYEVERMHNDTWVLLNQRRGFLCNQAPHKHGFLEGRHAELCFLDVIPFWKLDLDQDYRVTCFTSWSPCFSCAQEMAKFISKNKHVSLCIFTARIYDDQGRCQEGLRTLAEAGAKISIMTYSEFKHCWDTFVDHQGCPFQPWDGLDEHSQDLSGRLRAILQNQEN
hIAP block: blocks human intestinal alkaline phosphatase | P09923 | purified IAP, CDP-Star luminescence, 30 min | inhibition, % at 10 µM | 330,000 tested, 0.12% active | AID 2544;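 active means inhibition reaching a set limit with compound at 10 µM in the primary screen, cut at about 35% in these data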;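 further: plate controls were DMSO wells with enzyme for no effect and no-enzyme buffer wells for full effect; values of inactives mirror those of a sister screen read the other way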
mIAP act: increases mouse intestinal alkaline phosphatase activity | muIAP, CDP-Star luminescence, 30 min; active compounds read high; 1 = vehicle-only enzyme signal, 0 = enzyme-free wells | activation factor at 10 µM | 330,000 tested, 0.24% active | AID 2805;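 active means activation factor of at least 2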; further: the source names both 10 and 20 µM as test concentration; values of inactives mirror those of a sister screen read the other way
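also added = chemiluminescent substrate CDP-Star | test system = mouse IAP enzyme | signal = chemiluminescence readout | compound = DMSO-dissolved test compounds | incubation = 30 min at room temperature | benchmarks = DMSO wells, no-enzyme wells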
hIAP activ: increases human intestinal alkaline phosphatase activity. P09923. purified human IAP, CDP-Star luminescence, 30 min; active compounds read high; 1 = vehicle-only enzyme, 0 = enzyme-free background. activation factor at 10 µM. 330,000 tested, 0.16% active. AID 2524;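 active means activation factor of the enzyme at least 2-fold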; further: the source names both 10 and 20 µM as test concentration; values of inactives mirror those of a sister screen read the other way
NLRP3 yeast inh: NALP3 inhibition in yeast | Yeast reconstituted NLRP3/ASC/caspase-1, beta-gal luminescence, 24 h | inhibition, % at 10 µM | 330,000 tested, 0.39% active;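 active means inhibition of 50% or more; inactive means inhibition below 50%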;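 further: plate controls were induced DMSO wells for no effect and uninduced yeast grown without galactose for full effect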
The depositor's hits bear a star; & = joins results of further samples.

SMILES	mIAP block	NLRP3 yeast inh	beta cell repl	APOBEC3A inh	hIAP activ	SENP1 inh	mIAP act	hIAP block	A3G deaminase
COc1ccc(CN2C(=O)c3ccccc3C2=O)cc1C(=O)Nc1ccccc1N1CCOCC1	7	-8	2	0	0.89	1	0.93	11	-1
Cc1ccc(S(=O)(=O)Nc2cccc(S(=O)(=O)N3CCCC3)c2)cc1C	2	27	-2	-3	1	2	0.98	-5	-13
Cc1occc1-c1nnc(SCC(=O)N2CCCC(C)C2)o1 (configuration not stated)	13	13	-4	-3	0.94	-3	0.87	6	-8
CCCCn1nc2cc(C(=O)NC3CCc4ccccc43)ccc2c1OCC (configuration not stated)	-2	16	3	-1	1.1	-7	1	-12	-5
COc1c(C(C)C)oc2cc3oc(=O)ccc3cc12	-10	10	-2	-5	0.94	-87	1.1	6	-10
CC(C)=CCC(C)(C)C1OCCN1C(=O)Nc1ccccc1 (configuration not stated)	-5	19	-4	-1	1.2	3	1.1	-20	-7
COc1ccc(C(C[N+](=O)[O-])c2c(-c3ccccc3)cc3ccccn23)c(OC)c1 (configuration not stated)	-5	13	-6	-8	1.1	-1	1.1	-11	-4
Brc1ccc2[nH]c3nc(SCCN4CCOCC4)nnc3c2c1	14&15	16&10	0&-4	-5&2	1.6&0.88	0&-1	0.86&0.85	-64&12	-8&-1
CCCCNC(=O)C1CCC(CNc2c(N3CCC(C)CC3)c(=O)c2=O)CC1 (configuration not stated)	-5	-2	-1	-1	1.1	2	1.1	-12	-3
CC(C)c1ccc(COC(=O)CN2C(=O)NC3(CCCCC3C)C2=O)cc1 (configuration not stated)	-3	9	-3	-4	0.76	1	1	24	-6
Cc1ccc(-c2noc(CN(C(=O)CCCCCN3C(=O)c4ccccc4C3=O)C(C)C)n2)cc1	5	12	4	-3	0.86	3	0.95	14	-8
CCOc1cc(-c2cc(N)n[nH]2)cc(OCC)c1OCC	4	-4	9	-5	0.77	1	0.96	24	-9
COc1ccccc1NC(=O)/C=C\C(=O)O	2	0	-2	-1	0.98	3	0.98	2	-4
CC(C)N(Cc1nccn1C)C(=O)CC1C(=O)NCCN1Cc1ccc(F)c(F)c1 (configuration not stated)	-8	9	1	0	1.1	-5	1.1	-5	12
O=C(Nc1ccc(Br)cc1)c1cccn1-c1ncc(C(F)(F)F)cc1Cl	-37	17	-5	-5	0.94	1	1.4	6	-6
CC/C(=N\NC(=O)Nc1nonc1N)c1ccc(OC)c(OC)c1	-17	3	-1	-3	1.1	1	1.2	-12	-9
COc1ccc(OC)c(CNC(=O)CCSCc2ccc(F)cc2Cl)c1	7	7	3	-2	1.1	-3	0.93	-6	-6
COc1ccc(NC(=O)CCC(=O)OCC(=O)c2ccc(Oc3ccc([N+](=O)[O-])cc3)cc2)cc1	-2	-8	-2	-4	1.1	1	1	-12	-2
NS(=O)(=O)c1ccc(CCNC(=O)C(=O)NCC2OCCN2C(=O)c2ccc3c(c2)OCO3)cc1 (configuration not stated)	11	7	-2	-1	1.1	-2	0.89	-7	-1
COC(=O)c1cccc(NC(=O)CSc2nnc(C)n2Cc2ccccc2)c1	5	-8	-3	-1	1.1	-1	0.95	-5	-4
COc1cccc(N2CC(NC(=O)c3cccc4ccccc34)CC2=O)c1 (configuration not stated)	3	8	-1	-3	0.99	1	0.97	0	-13
CCC1(C)N(O)C(C)(C)C(c2ccc(F)cc2)=[N+]1[O-] (configuration not stated)	0	5	-2	-1	0.91	0	1	10	-2
C=CCOc1ccc(/C(O)=C2/C(=O)C(=O)N(CCCn3ccnc3)C2c2ccco2)cc1 (configuration not stated)	-1	10	-2	-3	1	0	1	-2	-6
O=S(=O)(Cc1cc(Sc2ccccc2)nc(-c2ccccc2)n1)c1ccccc1	4	21	-3	-2	1.2	2	0.96	-23	0
CCCNCc1nnc(-c2ccccc2Cl)o1	-5	6	-3	-1	0.95	-1	1	5	0
CCN(CC)S(=O)(=O)c1ccc(NS(=O)(=O)c2ccc(O)c([N+](=O)[O-])c2)cc1	2	-4	-1	2	1.1	1	0.98	-5	-4
Cc1cc(C)n2nc(C(=O)OCC(=O)Nc3ccc(C)c(F)c3)nc2n1	0	0	3	2	1.2	2	1	-22	-2
CCOc1ccc(-c2cccc(NS(=O)(=O)c3ccccc3[N+](=O)[O-])c2)nn1	2	10	0	-4	1.1	1	0.98	-5	5
Cc1nn(C)cc1S(=O)(=O)N1CCN(Cc2ccccc2Cl)CC1	-1	0	-1	-2	0.9	1	1	10	-5
C/C(=N\NC(=O)c1cc(C)nc2ccccc12)c1cccc(Cl)c1	7	15	4	-2	1	2	0.93	-3	-4
O=c1[nH]c(C(F)(F)F)nc2c1nnn2Cc1ccccc1F	-3	8	-2	-6	1.4	0	1	-39	-5
COc1ccc([N+](=O)[O-])cc1Nc1c2ccccc2nc2ccccc12	12	14	-4	-4	1.2	-8	0.88	-18	-3
CCN1CCN(CC(=O)c2c[nH]c3ccccc23)CC1	-13	5	-4	-2	1.2	-8	1.1	-18	-7
COC(=O)c1sc(NC(=O)c2c(C)noc2C)nc1C	0	24	0	0	0.85	-1	1	15	-7
COc1ccc(NC(=O)COC(=O)CN2C(=O)c3ccccc3C2=O)cc1	-2	11	0	0	0.86	4	1	14	-6
CC(=O)Nc1ccc(S(=O)(=O)Nc2cc(C)ccn2)cc1	7	12	-3	1	1	0	0.93	0	1
Cn1cnc(S(=O)(=O)Nc2ccc3c(c2)OCCO3)c1	-8	24	-3	-3	0.88	1	1.1	12	-1
Cc1ccc(C)c(-c2nc3cc(N)ccc3o2)c1	-11	13	-4	-5	0.93	-60	1.1	7	-5
COc1ccc(/C=N/NC(=O)COc2ccccc2-c2ccccc2)cc1	9	22	-3	0	1	2	0.91	0	0
O=C(Cn1nc(C(=O)O)c2ccccc2c1=O)Nc1cc(Cl)ccc1-n1cncn1	-10	-11	-1	0	1.1	-1	1.1	-6	-2
O=[N+]([O-])c1ccc(CN2CCSCC2)cc1	-6	5	1	-7	1.1	2	1.1	-7	-4
C=CCC[C@H](Cc1ccc(F)cc1)C(=O)OC[C@@H](NC(=O)[C@H](CC=C)CC(=O)NCCO)C(C)(C)C	1	14	-4	-1	0.96	-2	0.99	4	-8
OCC1(Cc2ccccc2)CCN(C2CCN(c3ccccc3F)CC2)CC1	-2	35	-1	-3	1	-1	1	-2	-6
N#Cc1cnn2c1nc(N1CCCCC1)c1ccccc12	5	15	1	1	0.9	-5	0.95	10	-2
O=C(NCCc1cccc(F)c1)C1CCC(=O)N(CCCc2ccccc2)C1 (configuration not stated)	-2	26	-4	0	0.74	0	1	26	-4
CCn1c(SCC(=O)Nc2ccc3c(c2)OCO3)nnc1C(C)C	3	17	0	-4	1.1	1	0.97	-11	-9
Cc1nnsc1NC(=O)OCC(C)(C)C	-9	-7	-2	-4	0.98	2	1.1	2	-9
CCc1sc(C(=O)Nc2ccc3nc(C)sc3c2)cc1C	-20	39	-3	0	0.98	-1	1.2	2	-2
CN(CC(=O)Nc1ccc(F)c(F)c1F)C(=O)c1ccc2c(c1)S(=O)(=O)N=C1CCCCCN12	4	9	0	0	1	1	0.95	-5	-8
CSc1nc(C)cc(Oc2ccccc2)n1	1	14	-1	-7	0.97	1	0.99	3	-8
CCN(CC)C(=O)CSc1ncnc2sc(C)c(C)c12	6	15	1	-1	1.2	1	0.94	-24	-4
COCCNC(=O)C(C)N(c1ccc(OC)cc1)S(C)(=O)=O (configuration not stated)	-5	-9	-2	-6	1	2	1.1	-1	-6
CCC(=O)NCCc1nc2cc(NC(=O)c3ccco3)ccc2n1C	5	9	0	-4	0.99	-1	0.95	1	-6
CC(=O)Oc1ccc(N2C(=O)CC(N3CCOCC3)C2=O)cc1 (configuration not stated)	2	15	-1	-2	0.74	1	0.98	26	-3
Cc1ccccc1C(=O)N1CCC(C(=O)N(CC(C)C)c2c(N)n(Cc3ccccc3)c(=O)[nH]c2=O)CC1	-6	15	4	1	0.98	-5	1.1	2	-7
CCN(CC)S(=O)(=O)c1cccc(C(=O)NC(Cc2c[nH]c3ccccc23)c2nnc3n2CCC3)c1 (configuration not stated)	1	6	-1	-7	0.98	2	0.99	2	-6
CC(C)/C(C=O)=C(/NC1CCCCC1)c1ccccc1	-3	1	-3	-3	0.99	0	1	1	-2
Cc1ccc(S(=O)(=O)N2CCC(C(=O)N3CCC[C@H]3C(=O)NCC(C)C)CC2)cc1	2	-1	3	-1	1.1	-2	0.98	-12	-6
CC(C)C(=O)NNc1nc2ccccc2s1	-3	20	-4	-3	0.95	0	1	5	-6
CC1CCN(C(=O)C(C)OC(=O)CSc2ccc([N+](=O)[O-])cc2)CC1 (configuration not stated)	-3	5	-1	1	1.1	4	1	-7	-4

Remaining list, next part:
SMILES	mIAP block	NLRP3 yeast inh	beta cell repl	APOBEC3A inh	hIAP activ	SENP1 inh	mIAP act	hIAP block	A3G deaminase
CC(=O)Nc1nc2ccc(Br)cc2s1	1	0	-4	-6	1.1	-3	0.99	-13	-8
COc1ccc2oc(C(=O)OCC(=O)NC3CCCCC3)c(C)c2c1	2	19	-3	1	1	-6	0.98	-3	-7
CC(Nc1nc(Nc2ccc(F)cc2)nc(SCC(N)=O)n1)c1ccccc1 (configuration not stated)	-11	25	-1	-4	1.2	0	1.1	-16	-5
O=C(C1CCN(S(=O)(=O)N2CCOCC2)CC1)N1CCN(c2ccc(F)cc2)CC1	-9	29	-1	0	1.1	5	1.1	-6	4
O=C(NCCc1ccccc1)c1cc(-c2ccco2)on1	4	34	-5	0	1.1	-1	0.96	-10	-3
CCOC(=O)C1=C(COC(=O)c2nc(Cl)ccc2Cl)NC(=O)NC1C (configuration not stated)	1	-3	-1	-3	1.1	-2	0.99	-13	-9
O=C(C[n+]1ccccc1)Nc1ccc(Cl)c([N+](=O)[O-])c1	-4	13	1	-4	1.2	2	1	-25	-6
Cn1ccc(C(=O)OCC(=O)Nc2ccccc2)n1	-10	23	1	3	0.97	2	1.1	3	1
Cn1cccc1-c1nc2ccccc2n1Cc1ccccc1	-1	-108	-3	-10	1.2	0	1	-17	-7
Cc1ccc(C2(c3ccccc3)NC(=O)N(CC(=O)NCc3ccccc3)C2=O)cc1C (configuration not stated)	-13	25	-5	15	1	1	1.1	-1	0
Cc1ccc(-c2nnc3ccc(SCC(=O)N4CCCc5ccccc54)nn23)cc1	-5	3	-1	-1	0.98	3	1	2	-8
O=S(=O)(NCC1CCCO1)c1ccc(S(=O)(=O)N(Cc2ccc(F)cc2)Cc2ccccn2)cc1 (configuration not stated)	5	-7	-3	-4	0.95	0	0.95	5	-9
Oc1cccc(/C=N/Nc2ccc(Cl)nn2)c1O	22	17	-5	-1	2.2*	2	0.78	-116	-6

Not all compounds are listed; the hit share may differ from the screen's.
